# TPT1 inh – inhibitors of Candida albicans tRNA 2'-phosphotransferase TPT1; AID 1962; actives 0.81% (n = 300,000); inhibition, % at 5 µM; recombinant caTPT1, FP RNA substrate dephosphorylation;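 active means inhibition above the mean of all tested compounds plus 3 SD, set per screening campaign, cut at about 24% in these data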;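 further: plate controls were DMSO alone for no effect and ferristatin control at 100 nM for full effect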
# PP1 inh – counter-screen for PP5 inhibitors: inhibitors of human PP1-alpha. purified PP1alpha, OMFP fluorescence. inhibition, % at 6.7 µM. actives 0.9% (n = 320,000);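 active means inhibition above the mean inhibition of all tested compounds plus 3 SD, computed separately for each screening campaign, cut at about 15% in these data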
# Target sequence (P62136 whole entry, looked up): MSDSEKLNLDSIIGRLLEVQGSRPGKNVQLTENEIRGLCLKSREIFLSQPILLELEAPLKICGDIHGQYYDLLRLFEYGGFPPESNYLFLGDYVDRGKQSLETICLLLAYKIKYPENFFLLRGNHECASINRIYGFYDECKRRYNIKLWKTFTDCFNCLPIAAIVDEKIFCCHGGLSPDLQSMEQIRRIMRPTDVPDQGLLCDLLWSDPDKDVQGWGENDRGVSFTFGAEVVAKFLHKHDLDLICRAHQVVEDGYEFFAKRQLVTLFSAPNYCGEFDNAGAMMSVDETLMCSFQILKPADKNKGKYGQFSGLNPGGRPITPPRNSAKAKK
# core dimer inh – HCV core protein dimerization inhibition; TR-FRET GST/Flag-core106 dimerization, 1536-well; actives 0.33% (n = 300,000); inhibition, % at 5 µM;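 active means inhibition above the mean of all tested compounds plus 3 SD, set per screening campaign, cut at about 45% in these data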
#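 Assay system: GST-tagged and Flag-tagged HCV core protein residues 1-106 / Times: compound-protein-antibody incubation 4 h at 22.5 °C / Signal: time-resolved FRET, ex 340 nm, em 617 and 671 nm / Evaluation: % inhibition based on acceptor/donor emission ratio / Benchmarks: wells lacking GST-core106 and wells with excess unlabelled core106 / Repeats: singlicate, one well per compound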
# EBNA-1 inh – blocks EBNA-1 binding to DNA; EBNA-1 DNA binding, fluorescence polarization; inhibition, % at 14.8 µM; actives 0.34% (n = 300,000); AID 1950; in the data active means inhibition above about 28%
# ZTA DNA inh – blocks Epstein-Barr virus ZTA, an EBNA-1 counter-screen | P03206 | ZTA-DNA binding, fluorescence polarization | inhibition, % at 11 µM | actives 0.15% (n = 320,000); in the data active means inhibition above about 33%
# Fh CTSL1 inh – counter-screen for PFM18AAP inhibitors: inhibitors of F. hepatica cathepsin L1; recombinant F. hepatica cathepsin L1, Z-Leu-Arg-MCA fluorescence; inhibition, % at 5.96 µM; actives 0.49% (n = 300,000); AID 1906;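 active means inhibition above the mean of all tested compounds plus 3 SD, set per screening campaign, cut at about 17% in these data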;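 further: 0% = plate median of test compound wells and 100% = 1 µM Z-Phe-Ala-diazomethylketone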
# PREPL inhibitor – inhibitors of human prolyl oligopeptidase-like enzyme PREPL; Q4J6C6; AID 2751; actives 0.68% (n = 320,000); inhibition, % at 5.96 µM; recombinant PREPL, fluorescence polarization activity-based probe; in the data active means inhibition above about 43%;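 further: 0% = enzyme with DMSO and 100% = wells lacking enzyme; many of its hits are not listed in these tables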
# Target sequence (Q4J6C6 whole entry, looked up): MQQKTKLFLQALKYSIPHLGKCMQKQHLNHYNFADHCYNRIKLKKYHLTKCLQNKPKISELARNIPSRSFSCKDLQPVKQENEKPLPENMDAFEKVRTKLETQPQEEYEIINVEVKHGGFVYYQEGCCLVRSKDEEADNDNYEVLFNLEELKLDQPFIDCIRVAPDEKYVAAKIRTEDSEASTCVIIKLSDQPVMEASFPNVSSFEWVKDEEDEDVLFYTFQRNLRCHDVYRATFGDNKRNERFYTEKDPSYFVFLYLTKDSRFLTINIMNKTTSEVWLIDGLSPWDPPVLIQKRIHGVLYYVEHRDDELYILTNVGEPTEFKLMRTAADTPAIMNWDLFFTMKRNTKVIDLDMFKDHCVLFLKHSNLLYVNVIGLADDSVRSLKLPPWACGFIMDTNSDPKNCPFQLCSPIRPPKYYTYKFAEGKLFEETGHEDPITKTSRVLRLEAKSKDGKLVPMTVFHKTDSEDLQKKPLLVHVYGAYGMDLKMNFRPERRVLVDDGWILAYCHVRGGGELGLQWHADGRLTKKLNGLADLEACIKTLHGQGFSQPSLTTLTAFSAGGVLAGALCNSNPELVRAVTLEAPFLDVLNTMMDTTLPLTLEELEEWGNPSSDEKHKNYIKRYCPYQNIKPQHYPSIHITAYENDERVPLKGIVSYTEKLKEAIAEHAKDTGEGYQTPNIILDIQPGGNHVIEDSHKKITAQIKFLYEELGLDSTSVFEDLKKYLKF
# PP5 inh – PP5 (human) phosphatase inhibition. AID 1987. inhibition, % at 6.7 µM. actives 0.18% (n = 320,000). purified PP5c, OMFP substrate fluorescence. P53041;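 active means inhibition above the campaign's mean inhibition across all tested compounds plus 3 SD, cut at about 9.5% in these data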;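 further: 0% = DMSO only and 100% = 100 µM cantharidin control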
# Efflux pump inh – inhibitors of Candida antifungal efflux pumps expressed in yeast. actives 0.44% (n = 330,000). inhibition, % at 10 µM. S. cerevisiae Candida pump triplex, Nile Red efflux. AID 485275;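 active means plate passing quality check with inhibition over a set limit, or well fluorescence over plate mean plus 4 SD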;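 further: Nile Red retained in pooled yeast measured as flow cytometry median fluorescence; 0% = buffer negative control and 100% = Enniatin B positive control; higher means more Nile Red kept so more efflux inhibition; some compounds called inactive have numbers as strong as hits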
# Active calls of the source: *. The list is partial. The share of hits here may be higher or lower than overall.
nr	structure	TPT1 inh	PP1 inh	core dimer inh	EBNA-1 inh	ZTA DNA inh	Fh CTSL1 inh	PREPL inhibitor	PP5 inh	Efflux pump inh
1	CCc1ccc(CN(C)C(=O)C2CCC(=O)N(CCCN3CCCC3=O)C2)cc1 (centres undefined)	-2	-2	-8	7	3	-3	5	-1.8	-0.1
2	CC(C)NC(=O)c1sc2c(c1C(=O)Nc1cccnc1)CCCC2	-3	-1	-4	-9	-12	-1	8	2.2	0.0
3	CCN1C(=O)/C(=C/c2cnn(CC)c2C)SC1=S	5	0	2	4	3	2	8	-0.5	-0.1
4	CCOc1ccc(-n2c(SCC(=O)NCc3ccco3)nc3c([nH]c4ccccc43)c2=O)cc1	1	3	20	20	14	0	5	2.5	0.0
5	O=C(CCCNc1ccccc1)N/N=C/c1cccs1	-4	-2	-3	0	-6	-3	9	1.1	-0.1
6	Cc1ccc(NC(=O)c2ccc(S(=O)(=O)C(F)F)cc2)c(C)c1	0	0	6	1	4	-2	3	-0.2	-0.1
7	CC(C)Oc1ccc(C2CC(=O)NC3=C2C(=O)CCC3)cc1 (centres undefined)	-1	-3	5	3	4	-3	-5	2.7	0.0
8	Cn1c(SCC(=O)N/N=C/C=C\c2ccccc2[N+](=O)[O-])nc2ccccc21	2	1	6	3	-18	-3	0	3.1	0.0
9	CC1=C(C(=O)Nc2cccnc2)C(c2cccnc2)n2ncnc2N1 (centres undefined)	-2	-4	-1	4	7	-1	3	-1.3	0.0
10	COCCNc1nc(N2CCCCC2)c2cnn(C)c2n1	-7	-6	2	-5	-21	-9	1	-1.4	-0.1
11	Clc1cccc(OCCCN2CCCC2)c1Cl	2	-4	4	6	-1	-2	-10	-2.7	-0.1
12	COc1ccccc1C(=O)NCC(=O)N/N=C/c1ccc2c(c1)OCO2	-4	3	-5	-4	22	2	-6	1.5	0.0
13	CC(C(=O)Nc1ccccc1F)N1CCN(C)CC1 (centres undefined)	1	-3	5	8	6	1	-2	0.2	-0.1
14	Cc1ccc(SCc2cc(=O)c3c(=O)n(-c4ccccc4)[nH]c3[nH]2)cc1	-4	2	0	3	-5	5	4	-0.1	0.0
15	C=CCn1c(CNC(=O)c2ccccc2F)nnc1SCC(=O)NC(C)c1ccccc1 (centres undefined)	-1	-2	0	0	-7	0	6	0.8	0.1
16	CCCCOC(=O)CCc1c(C)[nH]c(=O)c(C#N)c1C	-5	0	-3	0	-1	-1	22	-0.8	-0.2
17	NS(=O)(=O)c1ccc(CCN=C(NS(=O)(=O)c2cccs2)c2ccccc2)cc1	3	-3	-6	-1	13	-5	8	-1.1	0.0
18	COc1ccc(C)cc1NC(=O)NNC(=O)c1cc2ccccc2cc1O	6	3	2	-9	0	2	22	0.7	0.2
19	O=[N+]([O-])c1ccc(N2CCN(CCO)CC2)cc1Sc1ccccn1	0	-2	-3	3	-11	1	10	0.3	-0.4
20	CC(NC(=O)c1cc2cc(Cl)ccc2oc1=N)c1ccccc1 (centres undefined)	-3	-3	7	-8	-5	-2	-4	2.4	0.0

# 13 structures out of the list, sorted by count of non-hydrogen atoms, rising:
nr	structure	TPT1 inh	PP1 inh	core dimer inh	EBNA-1 inh	ZTA DNA inh	Fh CTSL1 inh	PREPL inhibitor	PP5 inh	Efflux pump inh
11	Clc1cccc(OCCCN2CCCC2)c1Cl	2	-4	4	6	-1	-2	-10	-2.7	-0.1
13	CC(C(=O)Nc1ccccc1F)N1CCN(C)CC1 (centres undefined)	1	-3	5	8	6	1	-2	0.2	-0.1
5	O=C(CCCNc1ccccc1)N/N=C/c1cccs1	-4	-2	-3	0	-6	-3	9	1.1	-0.1
7	CC(C)Oc1ccc(C2CC(=O)NC3=C2C(=O)CCC3)cc1 (centres undefined)	-1	-3	5	3	4	-3	-5	2.7	0.0
20	CC(NC(=O)c1cc2cc(Cl)ccc2oc1=N)c1ccccc1 (centres undefined)	-3	-3	7	-8	-5	-2	-4	2.4	0.0
2	CC(C)NC(=O)c1sc2c(c1C(=O)Nc1cccnc1)CCCC2	-3	-1	-4	-9	-12	-1	8	2.2	0.0
9	CC1=C(C(=O)Nc2cccnc2)C(c2cccnc2)n2ncnc2N1 (centres undefined)	-2	-4	-1	4	7	-1	3	-1.3	0.0
12	COc1ccccc1C(=O)NCC(=O)N/N=C/c1ccc2c(c1)OCO2	-4	3	-5	-4	22	2	-6	1.5	0.0
18	COc1ccc(C)cc1NC(=O)NNC(=O)c1cc2ccccc2cc1O	6	3	2	-9	0	2	22	0.7	0.2
8	Cn1c(SCC(=O)N/N=C/C=C\c2ccccc2[N+](=O)[O-])nc2ccccc21	2	1	6	3	-18	-3	0	3.1	0.0
1	CCc1ccc(CN(C)C(=O)C2CCC(=O)N(CCCN3CCCC3=O)C2)cc1 (centres undefined)	-2	-2	-8	7	3	-3	5	-1.8	-0.1
15	C=CCn1c(CNC(=O)c2ccccc2F)nnc1SCC(=O)NC(C)c1ccccc1 (centres undefined)	-1	-2	0	0	-7	0	6	0.8	0.1
4	CCOc1ccc(-n2c(SCC(=O)NCc3ccco3)nc3c([nH]c4ccccc43)c2=O)cc1	1	3	20	20	14	0	5	2.5	0.0

# (listing goes on)
nr	structure	TPT1 inh	PP1 inh	core dimer inh	EBNA-1 inh	ZTA DNA inh	Fh CTSL1 inh	PREPL inhibitor	PP5 inh	Efflux pump inh
21	COc1ccc(/C=N/c2nc3ccccc3n2C)cc1OC	-1	2	1	3	-8	-4	8	-1.1	-0.1
22	Cc1ccc(-n2nnnc2SCC(=O)NC2CCCc3ccccc32)cc1 (centres undefined)	2	0	5	-8	-5	-1	-13	4.5	-0.1
23	CC1(C)CC2CC(C)(CN2C(=O)Cc2ccccc2)C1 (centres undefined)	1	-3	-2	4	-5	0	-3	1.9	0.1
24	CCOc1ccc(NC(=O)NCC2CCN(c3ccc(OC)cc3)C2)cc1 (centres undefined)	-1	5	-7	14	7	1	16	-0.7	-0.1
25	O=C(NCCOC(=O)c1ccc(S(=O)(=O)N2CCOCC2)cc1)c1cccnc1	-6	-6	-2	5	12	-1	3	-0.6	-0.1
26	CCN(CC)c1ccc(/C=N/NC(=O)CNC(=O)c2ccccn2)cc1	-3	0	6	8	-9	3	11	5.5	0.1
27	Cc1cc(-c2c(C)[nH]n(-c3ccc(Cl)cc3)c2=O)n(-c2ccc(Cl)cc2)n1	-1	1	-7	-4	-4	0	4	1.4	0.0
28	CCS(=O)(=O)N1CCC(C(=O)NCc2ccc(F)cc2)CC1	1	-1	3	-2	6	-2	0	0.0	0.0
29	O=C(CN1CCN(Cc2ccc(F)cc2)C1=O)NCc1cccs1	3	-2	7	8	1	2	2	0.8	-0.1
30	O=C(CCS(=O)(=O)c1ccc(Cl)cc1)Oc1ccc2c(c1)OCO2	-1	-2	-5	-8	-6	-60	25	1.0	0.0
31	O=C(Nc1ccc(Cl)cc1)Nc1ccccn1	2	0	0	-4	0	2	-6	1.4	0.0
32	Cc1cnn(-c2cc(N/N=C/c3ccc(F)cc3)ncn2)c1	0	-1	9	-15	-4	4	9	0.4	0.3
33	Cc1cc2nc(-c3ccc(SCc4ccccn4)nc3)[nH]c2cc1C	2	5	18	1	7	7	-10	3.1	0.2
34	O=C(O)c1ccc(C=C(c2nc3ccccc3s2)c2nc3ccccc3s2)cc1	5	3	13	-5	24	4	1	1.4	0.0
35	CC(C)NC(=S)NNc1nc2ccccc2s1	3	0	0	4	-11	5	16	-3.2	-0.1
36	Cc1cc(C(=O)COc2cccnc2[N+](=O)[O-])c(C)n1Cc1cccs1	-1	18*	2	1	-14	-4	3	9.9*	0.2
37	CC(=O)c1ccc(N2CCN(C(=S)Nc3ccccc3)CC2)cc1	2	-1	4	-13	-4	0	-2	1.3	-0.1
38	CCN(CC)S(=O)(=O)c1ccc(N2CCN(C)CC2)c(NC(=O)COc2ccc(F)cc2Cl)c1	1	0	1	3	-23	-3	18	2.4	0.1
39	CC1Cc2ccccc2N1C(=O)Cn1c(=O)oc2cc(S(=O)(=O)NC3CCCC3)ccc21 (centres undefined)	2	3	4	11	-16	-1	3	1.3	0.2
40	COC(=O)C1=CN(c2ccc(F)c(F)c2)C=C(C(=O)OC)C1c1ccc([N+](=O)[O-])cc1	-2	2	12	-10	3	1	-1	5.3	0.2

# Arranged by the number under PREPL inhibitor (highest first): three from the list above
No.	structure	TPT1 inh	core dimer inh	EBNA-1 inh	PREPL inhibitor	PP5 inh	Efflux pump inh
38	CCN(CC)S(=O)(=O)c1ccc(N2CCN(C)CC2)c(NC(=O)COc2ccc(F)cc2Cl)c1	1	1	3	18	2.4	0.1
34	O=C(O)c1ccc(C=C(c2nc3ccccc3s2)c2nc3ccccc3s2)cc1	5	13	-5	1	1.4	0.0
31	O=C(Nc1ccc(Cl)cc1)Nc1ccccn1	2	0	-4	-6	1.4	0.0

# Further compounds
nr	structure	TPT1 inh	PP1 inh	core dimer inh	EBNA-1 inh	ZTA DNA inh	Fh CTSL1 inh	PREPL inhibitor	PP5 inh	Efflux pump inh
41	Cc1ccc2nc(-c3cccc(NC(=O)c4ccco4)c3)[nH]c2c1	-4	4	12	1	-17	1	21	1.1	-0.2
42	CC(C)c1onc(C(=O)Nc2cccc(Cl)c2)c1[N+](=O)[O-]	3	-2	-7	11	-9	6	25	3.4	0.1
43	COc1ccc(C2C(C#N)=C(N)SC(N)=C2C#N)cc1OC	103*	-3	61*	9	12	7	-2	-1.5	0.1
44	O=C1C2CCCN2C(=O)N1CCCCN1CCN(c2cccc(C(F)(F)F)c2)CC1 (centres undefined)	1	-4	-5	-10	-11	-2	-1	0.3	0.1
45	CC(C)CCNC(=O)C(c1ccncc1)N(CC1CCCO1)C(=O)Cn1nnc(-c2ccc(F)cc2)n1 (centres undefined)	4	-5	0	0	-12	0	7	1.8	0.1
46	COc1ccc(-n2ncc3c(NCC(C)C)ncnc32)cc1	3	0	-1	6	-9	-2	-13	-1.0	-0.2
47	CCCCC(=O)Nc1nn(CC)c2nc3c(C)cccc3cc12	-2	-7	-1	3	4	0	2	-1.0	0.1
48	COc1cc(/C=N/NC(=O)c2ccc(-n3cccc3)cc2)ccc1O	0	-1	10	-1	7	0	30	0.3	0.1
49	Cc1ccc(S(=O)(=O)Nc2cc(-c3ccc(Cl)cc3)nn2C)cc1	-2	0	0	10	-6	1	2	1.3	0.2
50	COc1cccc(C2=NN(C(C)=O)C(c3cccs3)C2)c1 (centres undefined)	-6	4	-2	3	0	2	13	0.6	-0.1
51	S=C(NCC1CCCO1)N1CCN(c2ccc(Cl)c(Cl)c2)CC1 (centres undefined)	-2	-2	-1	-8	-12	0	2	0.9	0.1
52	O=C(Nc1nccs1)c1cc(Cl)ccc1[N+](=O)[O-]	1	0	-1	-7	2	-2	6	4.1	0.4
53	O=[n+]1cc(-c2ccccc2)n([O-])c2c1CCC2	-4	-3	-6	13	11	-2	1	-2.9	0.0
54	CCCCCC(=O)N1CC2(CC(c3cccc(NC(=O)CC)c3)=NO2)C[C@H]1C(N)=O (some centres undefined)	-4	-3	4	0	-8	-2	-6	2.4	-0.1
55	O=[N+]([O-])c1cc(-c2ccc(/C=N/n3cnnc3)o2)ccc1Cl	0	1	4	-11	-3	4	19	1.6	0.0
56	O=c1c2ccccc2[nH]c(=S)n1CCCN1CCC(Cc2ccccc2)CC1	2	-2	-3	-1	1	6	-8	-1.5	0.0
57	O=C1C=C(c2cccc3c2oc2ccccc23)CCC1	-1	1	11	8	0	4	-24	1.6	0.0

# Assay outcomes (PubChem)
